OX1R antag-1: blocks the human orexin 1 receptor. AID 485270. OX1R-expressing cells, FRET antagonist read-out. 330,000 tested, 1.8% active. inhibition, % at 6.6 µM; in the data active = inhibition mostly above about 38%, no sharp cut-off; inactive = mostly below about 40%;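 note: 0% = agonist challenge alone and 100% = reference antagonist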
Target sequence (O43613 whole entry, looked up): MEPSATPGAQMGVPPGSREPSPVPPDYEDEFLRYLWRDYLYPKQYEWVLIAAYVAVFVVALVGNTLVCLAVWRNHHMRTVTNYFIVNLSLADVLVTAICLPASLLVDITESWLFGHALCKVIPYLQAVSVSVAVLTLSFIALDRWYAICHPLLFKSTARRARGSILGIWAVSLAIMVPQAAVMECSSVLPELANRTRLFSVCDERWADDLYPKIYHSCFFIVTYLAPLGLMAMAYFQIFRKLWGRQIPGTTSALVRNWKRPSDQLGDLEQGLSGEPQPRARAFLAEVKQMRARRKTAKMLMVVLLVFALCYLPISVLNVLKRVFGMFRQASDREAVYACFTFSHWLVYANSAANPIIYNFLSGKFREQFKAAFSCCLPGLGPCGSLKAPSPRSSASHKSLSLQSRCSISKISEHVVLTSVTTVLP
OX1R antag-2: antagonists of human orexin 1 receptor. CHO/OX1R cells, Fluo-8 calcium fluorescence, orexin A. 330,000 tested, 0.43% active. inhibition, % at 5 µM. O43613. AID 434989;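 active = inhibition above its plate's threshold, mean inhibition of all tested compounds on the plate plus 3 SD, cut at about 37% in these data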;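 note: 0% = orexin A challenge wells and 100% = SB-334867-A antagonist wells; not every result past the cut was called active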
CHT allo act: human CHT allosteric activation; Q9GZV3; CHT-expressing cells, membrane potential dye, choline EC20; active compounds read high; LV-AA mutant CHT in HEK293 cells; B-score at 10 µM; 310,000 tested, 0.49% active; AID 488977;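 active = initial fluorescence not abnormally high and integrated response B-score, plate-corrected, over 3 SD above library mean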
Target sequence (Q9GZV3 whole entry, looked up): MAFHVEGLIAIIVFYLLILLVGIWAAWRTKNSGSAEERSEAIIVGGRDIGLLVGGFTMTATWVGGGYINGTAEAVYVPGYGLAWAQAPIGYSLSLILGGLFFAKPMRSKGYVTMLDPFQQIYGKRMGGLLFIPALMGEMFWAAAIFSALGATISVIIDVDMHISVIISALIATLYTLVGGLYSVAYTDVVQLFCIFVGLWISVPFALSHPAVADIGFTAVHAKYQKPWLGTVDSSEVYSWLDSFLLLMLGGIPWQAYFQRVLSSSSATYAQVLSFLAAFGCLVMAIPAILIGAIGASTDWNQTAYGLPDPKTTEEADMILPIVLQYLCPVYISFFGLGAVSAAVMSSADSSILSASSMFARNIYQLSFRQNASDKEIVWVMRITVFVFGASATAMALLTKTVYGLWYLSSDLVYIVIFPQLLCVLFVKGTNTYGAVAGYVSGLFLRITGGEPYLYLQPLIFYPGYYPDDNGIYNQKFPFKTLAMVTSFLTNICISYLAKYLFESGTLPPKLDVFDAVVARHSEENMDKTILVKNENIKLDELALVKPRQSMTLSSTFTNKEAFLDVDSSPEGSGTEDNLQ
Numbers without * were called inactive; i = inactive; nt = not tested or not shown.

SMILES	OX1R antag-1	OX1R antag-2	CHT allo act
CC1=C(C(=O)OCc2ccccc2)C(c2ccc(N(C)C)cc2)NC(=O)N1 (centres undefined)	2.8	-35.1	i
N#CCCN(C(=O)COC(=O)c1cc(=O)c2ccccc2o1)c1ccccc1	-0.5	-3.0	nt
Cc1ccc(/C=N/Nc2nc(N3CCCCC3)nc(N3CCCCC3)n2)o1	29.9	-27.9	i
CC(=O)Nc1ccccc1NC(=O)C/C(C)=N/NC(=O)c1cccnc1	-0.8	-1.9	i
Cc1ccc(S(=O)(=O)N(C)C)cc1NC(=O)C(C)Sc1ccccc1 (centres undefined)	10.9	-27.0	i
C[N+]1(CC(=O)OCCCc2ccccc2)CCCC1	10.7	-1.4	i
O=C(NC(=S)Nc1ccc(F)cc1)c1ccc2c(c1)OCCO2	9.3	-15.4	i
COC(=O)CCc1nc2cc(Cl)ccc2n(Cc2ccccc2)c1=O	25.0	-24.7	i
CNc1ccc(S(=O)(=O)NCC(=O)OC(C)C(=O)N(C)Cc2ccccc2)cc1[N+](=O)[O-] (centres undefined)	19.9	-18.0	nt
COc1ccc(CC(=O)N2CCC(n3nccc3NC(=O)C3CCOC3)CC2)cc1 (centres undefined)	3.3	-8.6	i
CCOC(=O)c1cc2c(c(CSc3nc4ccccc4c(=O)n3Cc3ccco3)c1)OCOC2	2.3	-26.8	i
O=C(O)[C@H](Cc1ccccc1)Nc1ccc([N+](=O)[O-])cn1	20.1	-16.6	i
CC(C)CNC(=O)C(=O)NCC1OCCN1S(=O)(=O)c1cccs1 (centres undefined)	7.8	-12.6	i
CCc1ccc(S(=O)(=O)NCCc2csc(-c3ccccc3)n2)s1	40.8*	45.4	i
CCOc1cc([N+](=O)[O-])cc(/C=C2/NC(=O)N(Cc3ccccc3F)C2=O)c1O	35.0	6.7	i
CN(Cc1ccccc1)C(=O)CSc1nnc(-c2ccco2)n1-c1ccccc1	41.1*	38.0	i
COc1ccccc1C(=O)N1CCN(c2ccc(N3CCOCC3)nn2)CC1	19.3	-11.6	i
CC1CCC(C(C)C)C(=O)/C1=C/c1ccc(N)cc1 (centres undefined)	21.7	-4.1	i
O=C(CSc1ccc(-c2ccccn2)nn1)N1CCc2ccccc21	11.5	-6.0	i
COc1ccccc1C(=O)Nc1ccc2oc(-c3ccc(F)cc3)nc2c1	34.8	-3.1	i
COc1ccccc1OCc1nnc(SCCN2CCOCC2)o1	9.7	-17.5	i
CC(=O)Nc1ncc(Cc2cccc(Cl)c2)s1	30.3	-9.7	i
O=C(Nc1cc(S(=O)(=O)N2CCCCC2)ccc1N1CCOCC1)c1cc(=O)[nH]c2ccccc12	10.1	-16.9	i
O=C(CSc1nnc(COc2ccccc2Cl)o1)NC(=O)NC1CCCC1	27.8	-31.2	i
CC(=O)Nc1ccc(C(=O)OCC(=O)N2CC3(C)CC2CC(C)(C)C3)cc1 (centres undefined)	8.1	-23.6	nt
CCOC(=O)c1cnn(CCOC(=O)c2ccc(OC)cc2)c1NC(=O)c1ccc(OC)cc1	19.7	-26.6	i
CC(C)Oc1cccc(C(=O)Nc2ccc(N3CCN(S(C)(=O)=O)CC3)cc2)c1	4.7	-14.8	i
Cc1ccc(NC(=O)c2ccc3c(c2)C(=O)N(c2ccccc2C)C3=O)nc1	3.7	-15.6	nt
COc1ccc(C(=O)NNC(=O)COc2ccc(Cl)cc2C)cc1S(=O)(=O)N1CCOCC1	1.1	-20.9	i
CCOC(=O)CCCNC(=O)CN1CCC(c2nc3ccccc3s2)CC1	21.0	-5.4	i
Nc1nonc1NC(=O)CSc1ncccc1C(=O)O	27.3	-9.4	i
CC(C)[N+](C)(C)CC(O)CN(c1ccccc1)c1ccccc1 (centres undefined)	6.2	-3.6	i
COC(=O)c1sc(NC(=O)COc2ccc(OC)cc2)nc1C	17.7	-15.8	i
Cn1c(=O)c2c(nc(CN3CCCCC3)n2CCCc2ccccc2)n(C)c1=O	20.4	-23.0	i
Cc1ccc2nc(N(CCCN(C)C)C(=O)c3ccc(S(=O)(=O)N4CCc5ccccc5C4)cc3)sc2c1	11.7	-19.3	i
COc1ccc(N2CCN(C(=S)Nc3ccc(C)cc3)CC2)cc1	4.6	-14.3	i
CCOc1ccccc1CNC(=O)c1c([N+](=O)[O-])c(C)nn1C	18.0	-8.3	i
N/C(=N\OC(=O)/C=C/c1ccccc1)c1ccc(Cl)cc1	19.6	-3.0	i
COc1cccc(CN2CC(C(=O)N3CCN(C(C)C)CC3)CCC2=O)c1 (centres undefined)	12.7	-4.0	i
O=S(=O)(Nc1cccc(-c2cn3ccsc3n2)c1)c1ccc(F)cc1	14.6	-5.9	i

Looked up one by one from the list above (4):
SMILES	OX1R antag-1	OX1R antag-2	CHT allo act
CC(=O)Nc1ccc(C(=O)OCC(=O)N2CC3(C)CC2CC(C)(C)C3)cc1 (centres undefined)	8.1	-23.6	nt
Cc1ccc(NC(=O)c2ccc3c(c2)C(=O)N(c2ccccc2C)C3=O)nc1	3.7	-15.6	nt
COc1ccc(C(=O)NNC(=O)COc2ccc(Cl)cc2C)cc1S(=O)(=O)N1CCOCC1	1.1	-20.9	i
Cc1ccc2nc(N(CCCN(C)C)C(=O)c3ccc(S(=O)(=O)N4CCc5ccccc5C4)cc3)sc2c1	11.7	-19.3	i

(cont.)
SMILES	OX1R antag-1	OX1R antag-2	CHT allo act
CC/C(=C\c1oc2cc3ccccc3cc2[n+]1CC)Nc1ccccc1	6.4	-12.4	i
COc1cc(C(C)=O)ccc1COc1ccc(C(=O)OC(C)C(=O)NC(N)=O)cc1OC (centres undefined)	1.3	-27.5	i
O=C(Nc1ccccc1)Nc1ccc(Oc2cccnc2)nc1	13.0	1.9	i
CCCc1ccc2oc(C(=O)N3CCC(COC)C3)c(C)c2c1 (centres undefined)	11.9	-25.8	i
Cc1nnc(SCC(=O)Nc2ccc3c(c2)OCCO3)s1	12.4	6.4	i
Cc1ccc2cc(CCNC(=O)c3ccco3)c(=O)[nH]c2c1	1.2	-2.7	i
Cc1ccc(OCc2cc(C(=O)N(C)Cc3nccn3C)no2)cc1C	0.1	-43.3	i
CCOC(=O)/C(=C/c1cn(C)c2ccccc12)NC(=O)c1ccccc1	8.3	-27.5	i
O=S(=O)(c1ccc(Oc2ccc(-c3nnco3)cc2)nc1)N1CCC(Cc2ccccc2)CC1	21.1	-15.5	i
CC(C)CN(CC(C)C)S(=O)(=O)N1CCC(C(=O)NC2CCCCCCC2)CC1	6.6	-7.0	i
CCOC(=O)N1CCN(C(=O)CS(=O)Cc2nc(-c3ccc(C)cc3)oc2C)CC1 (centres undefined)	4.7	-28.7	i
COc1ccccc1N1CCN(CC(O)COCCOc2ccc(Br)cc2)CC1 (centres undefined)	33.3	-19.4	i
COc1ccccc1C/C(N)=N/OC(=O)c1ccc2c(c1)OCO2	16.4	-10.9	i
Cc1ccc(C)c(OCCCC(=O)Nc2nccs2)c1	12.4	-23.3	i
COCCn1nnnc1C(c1cccs1)N1CCN(c2cc(C)ccc2C)CC1 (centres undefined)	3.9	7.0	i
O=C(NCc1ccccc1)C1CCCN(S(=O)(=O)c2cccs2)C1 (centres undefined)	-1.3	-7.0	i
COc1ccc(S(=O)(=O)N2CCCCC2)cc1NC(=O)c1cc(C)on1	2.0	-9.3	i
O=C(CN1CCCCCC1)Nc1ccc(Oc2ccccc2)cc1	5.1	-23.8	i
CCc1ccc(C2CC(=O)Nc3c2c(=O)nc2c(C)cccn32)cc1 (centres undefined)	12.1	1.4	i
COC(=O)c1sccc1NC(=O)c1c(C)noc1C	10.6	-11.9	i

A run of entries from the list above, for reference:
SMILES	OX1R antag-1	OX1R antag-2	CHT allo act
CC/C(=C\c1oc2cc3ccccc3cc2[n+]1CC)Nc1ccccc1	6.4	-12.4	i
COc1cc(C(C)=O)ccc1COc1ccc(C(=O)OC(C)C(=O)NC(N)=O)cc1OC (centres undefined)	1.3	-27.5	i
O=C(Nc1ccccc1)Nc1ccc(Oc2cccnc2)nc1	13.0	1.9	i
CCCc1ccc2oc(C(=O)N3CCC(COC)C3)c(C)c2c1 (centres undefined)	11.9	-25.8	i
Cc1nnc(SCC(=O)Nc2ccc3c(c2)OCCO3)s1	12.4	6.4	i
Cc1ccc2cc(CCNC(=O)c3ccco3)c(=O)[nH]c2c1	1.2	-2.7	i
Cc1ccc(OCc2cc(C(=O)N(C)Cc3nccn3C)no2)cc1C	0.1	-43.3	i

More entries follow.
SMILES	OX1R antag-1	OX1R antag-2	CHT allo act
CCCCOc1ccc(C(C)NC(=O)CCS(=O)(=O)Cc2ccccc2F)cc1 (centres undefined)	12.8	-12.8	i
CCc1c(C)sc(NC(=S)NC(C)C2CCCO2)c1C(=O)OC (centres undefined)	22.2	-29.9	i
Cc1ccc(NC(=O)Nc2cccnc2)cc1NC(=O)Nc1cccnc1	0.7	-16.4	i
COCCNC(=O)Cn1c(=O)n(CCCCCC(=O)Nc2ccccc2)c(=O)c2sccc21	23.7	3.6	i
COc1ccc(N=Cc2c(O)n(-c3cccc(C)n3)c(=O)c3ccccc23)cc1	30.9	-18.8	i
CCCn1c(=N)c(S(=O)(=O)c2ccccc2)cc2c(=O)n3ccccc3nc21	32.9	-22.6	i
COc1ccc(NC(=O)c2cccc(NC(=O)C(C)C)c2)c([N+](=O)[O-])c1	54.4	4.2	i
CCOC(=O)c1cnn(-c2ccc(F)cc2)c1N	10.5	-12.4	i
Cc1cccc(Cc2ncc(C(F)(F)F)cc2Cl)c1	-9.7	-10.5	i
CCOCCCNS(=O)(=O)c1ccc(NC(=O)C2CC(=O)N(c3ccc(C)cc3)C2)cc1 (centres undefined)	39.3	-26.0	i
CCOC(=O)c1cn(CC2CC2)c2cc(F)c(F)cc2c1=O	9.8	-3.9	8.25*
Clc1cccc(Cl)c1COc1ccccc1CNn1cnnc1	21.6	-8.3	i
CN(C(=O)C1CCOC1)c1nnc(-c2ccccn2)s1 (centres undefined)	7.4	-7.8	i
CC(C)(C)Cc1nnc(NC(=O)c2ccco2)s1	6.9	-19.2	i
CCOC(=O)c1c(CN2CCCCC2)n(C)c2ccc(OC)c(S(=O)(=O)c3ccccc3)c12	19.1	-2.6	i
Cc1nn(-c2ccccc2)c(N)c1N=Nc1ccc(Cl)cc1	15.8	-54.0	i
N/C(=N\OC(=O)/C=C/c1ccccc1Cl)c1cccnc1	19.2	-4.1	i
C[C@H](NC(=O)c1nc[nH]c1C(=O)NCc1ccc(CNC(=O)OC(C)(C)C)cc1)C(=O)OCc1ccccc1	16.7	40.2	nt
COc1ccc([C@H]2CC(=O)C=C(c3cc(Cl)ccc3C)C2)cc1	4.5	-26.6	nt
CCOc1ccc(Cl)cc1S(=O)(=O)N1CCN(c2ccc(C)c(C)c2)CC1	17.8	-33.5	i

Of the compounds above, these have a COOH group.
SMILES	OX1R antag-1	OX1R antag-2	CHT allo act
O=C(O)[C@H](Cc1ccccc1)Nc1ccc([N+](=O)[O-])cn1	20.1	-16.6	i
Nc1nonc1NC(=O)CSc1ncccc1C(=O)O	27.3	-9.4	i

Remaining list, next part.
SMILES	OX1R antag-1	OX1R antag-2	CHT allo act
C=Cn1c(N2CCOCC2)nc2c1c(=O)[nH]c(=O)n2C	16.2	5.9	i
C#CCSc1nc(N)c2c(n1)OC(N)=C(C#N)C2c1cccnc1 (centres undefined)	22.6	-8.5	i
CN=C1SC(CC(=O)Nc2ccccc2F)C(=O)N1/N=C/c1ccc(O)c(OC)c1 (centres undefined)	9.5	-5.2	i
FC(F)(F)c1ccccc1CN1CCC(Cc2ccccc2)CC1	7.4	-19.3	i
COc1ccc(/C=N/NC(=O)c2cccc([N+](=O)[O-])c2)cc1OC(=O)c1ccc(C)cc1	28.1	-15.1	i
Clc1ccc(-c2nnc3sc(Cc4cccs4)nn23)cc1	18.0	-11.8	i
O=C(O)CCCN1C(=O)c2ccc(C(=O)c3cccc([N+](=O)[O-])c3)cc2C1=O	86.5*	-5.3	i
C=CCn1c(COc2ccccc2)nnc1SCC(=O)C(C)(C)C	9.2	-28.4	i
CCCCCC(=O)Nc1ccc2oc(-c3cncc(Br)c3)nc2c1	-3.3	-9.7	i
COC(=O)c1c(NC(=O)COC(=O)CCNS(=O)(=O)c2ccc(NC(C)=O)cc2)sc(C)c1C	23.4	-22.6	i
O=C(N1CCCC1)N1CCN(S(=O)(=O)c2ccccc2)CC1	0.9	-17.4	i
CC1CCc2[nH]c3ccc(C(=O)O)cc3c2C1 (centres undefined)	7.9	9.4	i
COCC1CCN(C(=O)CCc2nnc(C3(c4ccc(Cl)cc4)CCC3)o2)CC1	17.8	-12.9	i
CCc1ccc2[nH]c(=O)c(CN(CCN(C)C)C(=S)NCc3ccco3)cc2c1	16.0	-42.3	i
CC(C)(C)OC(=O)N1Cc2[nH]c3ccccc3c2C[C@@H]1C(=O)O	-3.7	-6.0	nt
COc1ccc([C@H]2CC(=O)C=C(c3cc(F)ccc3OC)C2)cc1	2.7	-11.6	nt
O=C(NCc1ccco1)C1Cc2ccccc2CN1C(=O)c1ccco1 (centres undefined)	15.1	-2.5	i
O=[N+]([O-])c1ccccc1C1Nc2cccc3cccc(c23)N1	19.5	-22.8	i
CCC1=NN2C(=N)/C(=C\c3cccn3-c3cccc(Cl)c3)C(=O)N=C2S1	17.3	-18.0	i
O=S(=O)(c1ccc(Cl)cc1)N1CCC(O)(c2cccnc2)CC1	12.6	1.6	i
O=C(c1ccc2c(c1)OCO2)N1CCCN(C(=O)c2ccc3c(c2)OCO3)CC1	15.1	-24.7	i
CN(C)c1ccc(C(=O)N2CCN(C(=O)C3CCCO3)CC2)cc1 (centres undefined)	12.3	20.5	nt
Cn1cc(S(=O)(=O)N2CCN(c3ccccc3F)CC2)c(=O)n(C)c1=O	-0.5	-3.0	i
Cc1ccc(CN2CCSc3ccc(C(=O)NCCCN4CCN(C)CC4)cc32)cc1	13.0	-23.4	i
CCOc1nc(CC(C)C)c2c(c1C#N)CC(C)(C)OC2	11.7	-3.7	i
O=C(NCc1ccncc1)C1CCN(C(=O)c2cccc(Cl)c2)CC1	1.0	-14.3	i
